miR122 inh: miR-122 inhibition in Huh7 cells. Huh7 miR-122 Renilla luciferase sensor, 48 h; neutral wells = 0, positive control = 100. activation (reporter increase), % at 12.5 µM. 340,000 compounds, 0.3% hits;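 active means mean replicate activation score at least 90 and every replicate individually at or above 90; inconclusive means only one of the two criteria met; inactive means neither criterion met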;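 further: higher luciferase means less miR-122 activity so hits act as miR-122 inhibitors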
INS-1E GSIS act: primary screen for activators of insulin secretion dependent on glucose, INS-1E cells, GLuc reporter luminescence; activation, % at 16.6 µM; AID 743287; 370,000 compounds, 0.61% hits; INS-1E GLuc reporter insulin secretion, 2-3 h;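 active means lowest replicate activation of at least 40%, so every replicate reaches that level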;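 further: 0% = median of neutral control wells and 100% = median of IBMX positive control wells; some compounds called inactive have numbers as strong as hits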
F508del corr: correctors of CFTR F508del function in bronchial epithelial cells. AID 720511. activity (quench increase), % at 7.58 µM. CFBE cells, YFP halide quenching; stimulated with forskolin plus potentiator P3; % fluorescence drop versus neutral controls. 350,000 compounds, 0.36% hits;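 active means mean added fluorescence quench of at least 8% versus neutral control, with both replicates also reaching 8%; inconclusive means only one of the mean or replicate conditions met; inactive means mean below 8% and not both replicates reaching 8%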;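 further: cells transiently co-express mutant CFTR-F508del with the halide-sensitive YFP; corrector assay measuring rescue of mutant channel to the surface after 24 h compound exposure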
PAX8 inh HTS: lowers PAX8-driven luciferase in RMG-I cells; RMG-I TPO-luciferase reporter, SteadyGlo, 24 h; inhibition, % at 12.6 µM; 360,000 compounds, 1.2% hits;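 active means mean replicate inhibition at least 60% with every replicate also reaching 60%; inconclusive means only one of the two criteria is met; inactive means mean below 60% and not all replicates reaching 60%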;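 further: luciferase light reporting Pax8 driven TPO promoter activity; plate controls were median of neutral control wells for no effect and mitoxantrone controls for full effect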
EWS-Fli block: blocks EWS/Fli oncoprotein-driven transcription | A673 NR0B1-luciferase reporter, viability-normalised | inhibition, % at 12.6 µM | 350,000 compounds, 0.67% hits | AID 651661;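 active means mean inhibition of at least 50% after viability correction, with every replicate also passing that limit; inconclusive means mean reaches 50% but only one of two replicates passes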;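 further: firefly luciferase signal divided by Alamar Blue viability fluorescence both relative to DMSO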
FN deposit inh: fibronectin deposition inhibition. AH1F fibroblasts, Alexa488-fibronectin deposition fluorescence, overnight. inhibition, % at 12.6 µM. 350,000 compounds, 0.086% hits;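 active means mean inhibition across replicates of 30% or more, regardless of how many single replicates reach that level; inconclusive means mean under 30% yet at least half of replicates reach 30%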;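 further: positive control wells lacked labelled fibronectin entirely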
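material = AH1F fibroblast monolayer depositing Alexa488-labelled fibronectin into matrix | amount = 10000 AH1F cells/well | buffer or medium = DMEM plus 2% serum, read in PBS | incubation = 1 h cell adhesion before compound, then overnight fibronectin incubation | detection = fluorescence at 485 nm excitation, 525 nm emission | evaluation = percent inhibition as loss of matrix-bound fibronectin fluorescence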
DENV2 CPE: inhibitors of DENV2 cytopathic effect | AID 651640 | DENV2-infected cells, cytopathic effect rescue, plate reader | 350,000 compounds, 1.7% hits | CPE inhibition, % at 9.99 µM; in the data active means CPE inhibition above about 20%, passing the limit was not always enough; inconclusive means no clear call, values can overlap the other calls; tested in BHK-21 cells;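 further: 0% = median of neutral control wells and 100% = median of positive control wells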
The depositor's hits bear a star; ? = inconclusive; . = not tested or not shown; [ ] = another dose, or the depositor's remark.

SMILES | miR122 inh | INS-1E GSIS act | F508del corr | PAX8 inh HTS | EWS-Fli block | FN deposit inh | DENV2 CPE
Cc1ccc(NS(=O)(=O)c2cccc(C(=O)O)c2)cc1S(=O)(=O)N1CCOCC1 | . | 8 | . | -9 | 5 | -9 | -3
COc1ccc2c(c1)CCO[C@]21O[C@H](CCO)C[C@H](O)[C@H]1O | -1 | -6 | -3.8 | 0 | 7 | -1 | -6
C[C@H](CO)N1C[C@H](C)[C@@H](CN(C)C(=O)Nc2ccc(C(F)(F)F)cc2)Oc2ccc(N(C)C)cc2C1=O | 25[16.7 µM] | -23 | 1.5 | 7 | 13 | 6 | 9
COc1ccc(CCNC(=O)CCNC(=O)c2ccc(Br)cc2)cc1OC | . | 15 | . | 11 | . | -3 | .
Cc1ccc(-c2nnc(SCC(N)=O)nc2-c2ccc(C)cc2)cc1 | -1 | 5 | -4.3 | 20 | -1 | 0 | 8
Nc1nnc(SCC(=O)OCc2ccccc2)s1 | -4 | -14 | 0.7 | -1 | -2 | 8 | -1
O=C(C[C@@H]1CC[C@H]2[C@@H](COC[C@@H](O)CN2S(=O)(=O)c2ccc(Cl)cc2)O1)NCc1ccc(Cl)c(Cl)c1 | -8[16.7 µM] | -30 | 0.5 | 1 | 1 | -16 | -7
CCOc1ccc(C(=O)NCc2ccco2)cc1OCC | -1 | . | -3.6 | -1 | 1 | 0 | 3
COc1ccc(C(=O)NNC(=O)c2ccc3ccccc3c2O)cc1 | 4 | 3 | -1.1 | -16 | 13 | 5 | -2
COc1ccc(OCCCC(=O)OCC(=O)Nc2nnc(-c3ccccc3)o2)cc1 | -6 | 28 | 0.7 | -10 | -9 | -3 | 7
CCOC(=O)C1=C(C)NC(=S)NC1c1ccc(OCC(=O)N2CCCCCC2)cc1 (centres undefined) | -7 | 1 | 2.6 | 12 | 8 | -3 | 1
CC=Cc1ccc2n(c1=O)C[C@H]1[C@H](CO)[C@@H](C(=O)NCc3ccccn3)N(CCC)[C@@H]21 (mixture of isomers) | . | 32 | -1.7 | . | 9 | . | 0
O=C(Nc1cccnc1)c1ccc(COc2ccccc2Cl)o1 | 4 | . | . | -12 | . | 9 | .
COc1ccc(-c2cc(-c3ccccc3O)[nH]n2)cc1OC | 6 | -32 | . | -173 | . | . | .
CCC(CO)Oc1cc(NCc2cccc(C(F)(F)F)c2)c2ncn(C(C)C)c2c1 (centres undefined) | -3 | -8 | -3.5 | 7 | 4 | 2 | -11
C[C@@H]1CCCCO[C@@H](CN(C)C(=O)Nc2cccc3ccccc23)[C@@H](C)CN([C@@H](C)CO)C(=O)c2cc(NC(=O)Nc3ccc(C(F)(F)F)cc3)ccc2O1 | . | 8 | 0.6 | . | 2 | . | 26*
CC1CCC2(CC1)NC(=O)N(CC(=O)NCCc1c[nH]c3ccccc13)C2=O (centres undefined) | -2 | -16 | -0.7 | 0 | 3 | -13 | .
Cc1ccc(S(=O)(=O)NCCC(=O)OCC(=O)Nc2cccc(Cl)c2)cc1 | -10 | -19 | 0.6 | -13 | 5 | -6 | -4
CSC1=N/C(=C/c2ccc(-n3cncn3)cc2)C(=O)N1 | 7 | 18 | 2.8 | 10 | 15 | 0 | 0
COc1ccc(-c2[nH]ncc2CNC(C)c2cn(C)nc2C)c(F)c1 (centres undefined) | . | 6 | -0.2 | -6 | 12 | -6 | 7
Cc1nn(Cc2ccccc2)c(Cl)c1/C=N/NC(=O)c1cccnc1 | -5 | -3 | 0.0 | 2 | -6 | -3 | .
C[C@@H]1CN([C@@H](C)CO)C(=O)c2cccc(NC(=O)c3ccc(-c4nccs4)cc3)c2O[C@H]1CN(C)S(C)(=O)=O | 2[16.7 µM] | 8 | 0.9 | . | 4 | . | -4
CC1CCCC(NC(=O)NC(=O)CCl)C1C (centres undefined) | . | 10 | 1.0 | 14 | 8 | 11 | 0
COc1cc(NC(=O)c2ccc(F)cc2)ccc1NC(=O)c1cc2ccccc2o1 | 4 | -1 | -0.6 | -36 | 0 | 0 | 1
O=C(Nc1cccc(NC(=O)c2ccc(Cl)cc2)n1)c1ccc(Cl)cc1 | -3 | 48 | -9.1 | 18 | 1 | -3 | 4

Arranged by value in DENV2 CPE (lowest first): some entries from above.
canonical_smiles | DENV2 CPE
COc1ccc2c(c1)CCO[C@]21O[C@H](CCO)C[C@H](O)[C@H]1O | -6
Cc1ccc(NS(=O)(=O)c2cccc(C(=O)O)c2)cc1S(=O)(=O)N1CCOCC1 | -3
C[C@@H]1CCCCO[C@@H](CN(C)C(=O)Nc2cccc3ccccc23)[C@@H](C)CN([C@@H](C)CO)C(=O)c2cc(NC(=O)Nc3ccc(C(F)(F)F)cc3)ccc2O1 | 26*

Next results follow.
SMILES | miR122 inh | INS-1E GSIS act | F508del corr | PAX8 inh HTS | EWS-Fli block | FN deposit inh | DENV2 CPE
Cc1c(C(=O)N2CCOCC2)c(S(=O)(=O)Nc2ccc(F)cc2)c(C)n1C | 17 | 11 | 0.8 | 6 | . | 10 | 3
CNS(=O)(=O)c1ccc(C(=O)NCC(=O)NC(C)c2cccs2)cc1 (centres undefined) | -6 | 20 | -3.3 | -3 | 2 | -5 | -3
CC1(Oc2cccc(F)c2)CCN(Cc2ccccc2OC(F)F)C1 (centres undefined) | -2 | -19 | 1.0 | 3 | 3 | -12 | 15
NC(=O)c1ccc(NC(=O)COC(=O)C2COc3ccccc3O2)cc1 (centres undefined) | 28 | 2 | 1.0 | -4 | 7 | 1 | 0
COc1ccc(C(C)=O)c(OCC(=O)NCCC2=CCCCC2)c1 | 7 | 4 | 1.6 | 15 | 4 | -4 | ?
CCN(C(=O)c1nn(-c2ccc(OC)cc2)c(=O)c2c1c1ccccc1n2C)c1ccc(OC)cc1 | -3 | -29 | . | 30 | 0 | -14 | 0
O=C(CCN1c2ccccc2Sc2ccccc21)OCC(=O)N1CCN(C(=O)c2ccco2)CC1 | -7 | . | . | 20 | . | 8 | .
CCCC1SCC(C)(C)NC1=O (centres undefined) | 4 | 23 | -1.3 | 11 | 2 | 6 | ?
COc1ccc(C#Cc2ccc3c(c2)c(=O)c2ccccc2n3C)cc1 | 3 | 13 | 0.2 | -11 | 40 | 1 | -15
COc1ccc(C(=O)NCCS(=O)(=O)N2CCC3(CC2)OCCO3)cc1 | 0 | 10 | -1.6 | . | -6 | 8 | -6
COc1ccc2c3c([nH]c2c1)[C@H](CO)N(Cc1cccnc1)CC31CN(C(=O)CN(C)C)C1 | . | 0 | -2.9 | . | -12 | . | -3
O=C(NCc1ccc2c(c1)OCO2)c1ccc(S(=O)(=O)N2CCOCC2)cc1 | 1 | 29 | 3.8 | 24 | 16 | -9 | 0
CN1CCN(c2nc(Nc3ccccc3)nc(N)c2[N+](=O)[O-])CC1 | 4 | 37 | 0.0 | -1 | 1 | -1 | 0
COc1cccc(NC(=O)N(C)C[C@H]2Oc3ncc(C4=CCCCC4)cc3C(=O)N([C@H](C)CO)C[C@H]2C)c1 | 5[16.7 µM] | 4 | 0.5 | . | 7 | . | 6
Cc1ccc(NC(=O)C2CC(=O)Nc3ncnn32)c(C)c1 (centres undefined) | -7 | 8 | 0.4 | -1 | -2 | -11 | 1
CC(NC(=O)c1cc2ccccc2oc1=O)c1ccc(O)cc1 (centres undefined) | . | 21 | 1.0 | -6 | 3 | -3 | 17
Cc1ccccc1C(=O)N1CCN(c2ccc(N3CCOCC3)nn2)CC1 | -1 | 4 | 1.2 | -13 | -1 | 2 | -10
C[C@@H]1CN([C@@H](C)CO)C(=O)c2cc(-c3ccccc3)cnc2O[C@@H]1CN(C)C(=O)c1ccccn1 | 2[16.7 µM] | 2 | -0.7 | . | -14 | . | -1
Cc1cc(F)ccc1NC(=O)CCc1c(C)nn(-c2ccc(N3CCCCC3)nn2)c1C | -2 | 27 | -2.1 | -36 | . | -7 | 19
CO[C@@H]1CN(C)C(=O)c2ccc(NC(C)=O)cc2OC[C@H](C)N(C(=O)Cc2cccnc2)C[C@@H]1C | . | 7 | -3.6 | 6 | -2 | 0 | 20
Cc1nc2scc(C)n2c(=O)c1S(=O)(=O)NCC1CCN(Cc2ccc(Cl)cc2)CC1 | -7 | 2 | 0.7 | 4 | . | -5 | 2
COc1ccc(S(=O)(=O)N(C)C[C@H]2OCCCC[C@H](C)Oc3ccc(NC(=O)CCC(F)(F)F)cc3C(=O)N([C@H](C)CO)C[C@H]2C)cc1 | 5[16.7 µM] | -10 | 2.3 | -25 | 7 | . | -4
O=C(c1ccc(Cl)cc1)c1ccc(Oc2cc(NN3CCCCC3)c([N+](=O)[O-])cc2[N+](=O)[O-])cc1 | 1 | 33 | -1.4 | 1 | 6 | -9 | -4
CN(c1ccccc1)S(=O)(=O)c1ccc(NC(=O)COc2ccccc2)cc1 | . | -8 | -0.4 | -1 | 0 | -11 | 3
CCn1c(C)c(C)c2cc(C(=O)N3CCN(c4ccccc4)CC3)ccc21 | 2 | -13 | 1.6 | 10 | 12 | -4 | -8

Full records, looked up by structure. Order of screens: miR122 inh	INS-1E GSIS act	F508del corr	PAX8 inh HTS	EWS-Fli block	FN deposit inh	DENV2 CPE
`NC(=O)c1ccc(NC(=O)COC(=O)C2COc3ccccc3O2)cc1` (centres undefined) is listed as 28	2	1.0	-4	7	1	0
`CC(NC(=O)c1cc2ccccc2oc1=O)c1ccc(O)cc1` (centres undefined) is listed as .	21	1.0	-6	3	-3	17
`CC1(Oc2cccc(F)c2)CCN(Cc2ccccc2OC(F)F)C1` (centres undefined) is listed as -2	-19	1.0	3	3	-12	15
`CCn1c(C)c(C)c2cc(C(=O)N3CCN(c4ccccc4)CC3)ccc21` is listed as 2	-13	1.6	10	12	-4	-8
`COc1ccc(C(=O)NCCS(=O)(=O)N2CCC3(CC2)OCCO3)cc1` is listed as 0	10	-1.6	.	-6	8	-6

Further compounds follow:
SMILES | miR122 inh | INS-1E GSIS act | F508del corr | PAX8 inh HTS | EWS-Fli block | FN deposit inh | DENV2 CPE
O=C(CC(C(=O)O)c1ccccc1)Nc1ccccc1 (centres undefined) | -1 | 30 | . | 13 | . | 4 | .
CCc1ccc(NC(=O)NCc2ccc3c(c2)OCO3)cc1 | . | 16 | -1.6 | -10 | -18 | -3 | -4
CC(C)N(C(=O)COC(=O)CNC(=O)c1ccc(Br)cc1)c1ccccc1 | -6 | -24 | . | -113 | 10 | 4 | 2
CCOc1ccccc1N(CC(=O)Nc1ccc(OC)c(OC)c1)S(=O)(=O)c1ccccc1 | 7 | -1 | 2.2 | 27 | 8 | -1 | 1
Cc1ccc(-c2cnc(NC(=O)CCC(=O)N3CCCCC3)n2C)cc1 | -9 | . | . | 9 | . | 3 | .
Cc1cc(C(=O)N/N=C/c2ccco2)n[nH]1 | . | 8 | -1.9 | -26 | -27 | 2 | 4
O=C(C[C@@H]1CC[C@H]2[C@@H](COC[C@H](O)CN2Cc2ccccc2)O1)NCc1ccccc1Cl | 2[16.7 µM] | 3 | -1.6 | 14 | 0 | 4 | 0
CN(N=O)c1ccc(C=C2C=Cc3ccccc32)cc1 | . | . | -2.6 | -145 | -23 | 1 | -4
CN(CC(=O)Nc1ccc(F)c(F)c1F)C(=O)CN1C(=O)NC2(CCCC2)C1=O | . | 41 | -0.5 | -15 | -2 | -3 | -10
